Casp1 inh = qHTS Assay for Allosteric/Competitive Inhibitors of Caspase-1; P29466; AID 900, 2007; 75,000 tested, 0.03% active; Potency, µM (top dose mostly 57.5 µM), inactives show at the highest dose activity change, negative = inhibition, usual class: inhibitors; Caspase-1 enzyme, Ac-WEHD-AFC fluorogenic rate;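 further: potency means the concentration at half of the fitted maximal effect; plate controls were vehicle for no effect and no substrate for full effect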
UbGFP stabilizer = Ubiquitin-GFP Assay; Ubiquitin-GFP reporter cells, proteasome inhibition, GFP fluorescence; response scale: untreated = 0%, 10 µM MG-132 = 100%; Potency, µM (doses to about 45.9 µM), for inactives: at the top dose activation (GFP accumulation), most hits filed as activators; 67,000 tested, under 10 active; AID 526, 2006; active means well fitted activation curve with a large enough effect, not every such curve was filed as active; inconclusive means small, poorly fitted or top-dose-only effect, or another doubt; inactive means no such curve, though single readings can be large or run the other way; further: potency means the concentration at half of the fitted maximal effect
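Reporter cells (U2OS, ubiquitin-G76V-GFP fusion) are plated overnight, then treated 4 hr at 37 °C with compound titrations from 46 uM down to 2.9 nM. Activity is scaled against untreated cells and 10 uM MG-132.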
Fluorescein fluor = qHTS Assay for Spectroscopic Profiling in Fluorescein Spectral Region | Compound autofluorescence, 480/540 nm, fluorescein-equivalent; hits give high values | max fluorescein-equivalent concentration, M | 59,000 tested, 0.91% active; in the data active means max fluorescein-equivalent concentration above about 10 nM; inconclusive means between about 1.1 nM and that limit
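Fluorescein stocks ranging 3 mM down to 300 nM, plus DMSO blanks, were pinned alongside compounds to build a per-plate standard curve. Buffer: 100 mM Tris, pH 8.0. Incubation 15 min, room temperature; filters 480/540 nm.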
HEK293 cAMP cs = qHTS Assay for Agonists of the Thyroid Stimulating Hormone Receptor: Activators of Intracellular cAMP Concentrations in Parental HEK 293. parental HEK293 CNG cAMP sensor, membrane potential fluorescence. Potency, µM (doses to about 57.1 µM), for inactives: at the top dose activation, actives largely listed as activators. 73,000 tested, 2.5% active. AID 938, 2007; further: potency means the concentration at half of the fitted maximal effect; % of control where 0% means no effect; nearly all actives have a fitted effect of over 55% in size
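Parental HEK 293 cells stably expressing a cAMP-gated CNG channel were loaded with membrane potential dye containing 100 uM RO 20-1724 for 60 min. Compound added for 30 min; depolarization read as fluorescence intensity at 590 nm.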
Epigenetic mod = qHTS Assay for Epigenetic Modulators; 68,000 tested, 0.09% active; Potency, µM (highest dose often 46.1 µM), for inactives: at the top dose GFP derepression (activation); AID 597, 2007; mouse C127i GFP locus derepression, cytometry, 30 h; further: % of control where 0% means no effect
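Derepression screen: silenced CMV-GFP reporter in murine C127i cells, 30 h compound incubation at 37 C, washed cells imaged by laser-scanning cytometer to enumerate GFP-expressing objects of 20 to 120 um.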
BRCT PPI red = qHTS Assay for Inhibitors of BRCT-Phosphoprotein Interaction (Red Fluorophore) | Breast cancer type 1 susceptibility protein (Homo sapiens), P38398 | BRCT-phosphopeptide binding, red fluorescence polarization | Potency, µM (top dose mostly 76.9 µM), for inactives: top-dose activity change, negative = inhibition, usual class: inhibitors | 75,000 tested, 0.03% active | AID 892, 2007; further: on the % scale 0 is the no-effect control and ±100 the full control effect
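Rhodamine-labelled pBACH1 10-mer (100 nM) bound to BRCT domain (100 nM) at pH 7.3; compounds incubated 12 min room temperature, polarization read. Free peptide defines full inhibition; unlabelled decapeptide titrated as control.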
Casp7 inh = qHTS Assay for Allosteric/Competitive Inhibitors of Caspase-7. Potency, µM (series often up to 57.5 µM), inactives show top-dose activity change, negative = inhibition, actives largely listed as inhibitors. P55210. AID 889, 2007. recombinant caspase-7, Ac-DEVD-AFC fluorescence rate. 75,000 tested, 0.02% active; active means well fitted inhibition curve with a large enough effect in the main read-out, with a control signal flat, not every such curve was filed as active; inconclusive means small, poorly fitted or top-dose-only effect, or a change in a side signal; further: potency means the concentration at half of the fitted maximal effect; % of control where 0% means no effect
Target sequence (P55210 24-198 limits assumed): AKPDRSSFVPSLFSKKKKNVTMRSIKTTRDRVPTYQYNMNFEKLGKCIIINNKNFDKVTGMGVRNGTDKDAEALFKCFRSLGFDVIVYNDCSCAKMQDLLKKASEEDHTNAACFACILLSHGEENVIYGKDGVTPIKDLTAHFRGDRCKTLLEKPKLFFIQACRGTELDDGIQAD
Target sequence (P55210 207-303 limits assumed): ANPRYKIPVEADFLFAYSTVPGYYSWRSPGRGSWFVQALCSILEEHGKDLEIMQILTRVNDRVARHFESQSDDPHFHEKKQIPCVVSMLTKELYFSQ
4-MU autofl = qHTS Assay for Spectroscopic Profiling in 4-MU Spectral Region. compound autofluorescence, 340/450 nm, 4-MU equivalents; hits give high values. max dye-equivalent concentration, M. 59,000 tested, 11% active; in the data active means max dye-equivalent concentration above about 10 nM; inconclusive means mostly about 1.1 nM to 9.6 nM
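Intrinsic fluorescence at 340/450 nm (ex/em) was read after 15 min at room temperature in pH 8.0, 100 mM Tris. Each compound concentration expressed as 4-MU-equivalent concentration from a six-point 4-MU standard series on each plate.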
BRCT inh green = qHTS Assay for Inhibitors of BRCT-Phosphoprotein Interaction (Green Fluorophore); 75,000 tested, 0.05% active; BRCA1 BRCT-phosphopeptide binding, green fluorescence polarization; Potency, µM (series often up to 76.9 µM), without a hit: at the highest dose activity change, negative = inhibition, usual class: inhibitors;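 further: potency means the concentration at half of the fitted maximal effect; plate controls were peptide without protein for full effect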
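Fluorescence polarization: His-tagged BRCT (~35 kDa BRCA1 C-terminus, 250 nM) bound to 100 nM fluorescein-labeled phosphorylated 10-aa BACH1 peptide, pH 7.3 phosphate buffer with DTT and Tween 20. Compounds incubated 12 min at room temperature; inhibition read as lowered polarization.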
USP2a inhib = qHTS Assay for Inhibitors of Ubiquitin-specific Protease USP2a; USP2a enzymatic assay, qHTS inhibition; 60,000 tested, 0.1% active; Potency, µM (titrated, usually from 38.3 µM), for the others: at the top dose activity change, negative = inhibition, hits mostly inhibitors;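 further: potency means the concentration at half of the fitted maximal effect; nearly all actives have a fitted effect of over 60% in size; plate controls were DMSO for no effect and NEM full inhibition control for full effect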
Target sequence (O75604 whole entry, looked up): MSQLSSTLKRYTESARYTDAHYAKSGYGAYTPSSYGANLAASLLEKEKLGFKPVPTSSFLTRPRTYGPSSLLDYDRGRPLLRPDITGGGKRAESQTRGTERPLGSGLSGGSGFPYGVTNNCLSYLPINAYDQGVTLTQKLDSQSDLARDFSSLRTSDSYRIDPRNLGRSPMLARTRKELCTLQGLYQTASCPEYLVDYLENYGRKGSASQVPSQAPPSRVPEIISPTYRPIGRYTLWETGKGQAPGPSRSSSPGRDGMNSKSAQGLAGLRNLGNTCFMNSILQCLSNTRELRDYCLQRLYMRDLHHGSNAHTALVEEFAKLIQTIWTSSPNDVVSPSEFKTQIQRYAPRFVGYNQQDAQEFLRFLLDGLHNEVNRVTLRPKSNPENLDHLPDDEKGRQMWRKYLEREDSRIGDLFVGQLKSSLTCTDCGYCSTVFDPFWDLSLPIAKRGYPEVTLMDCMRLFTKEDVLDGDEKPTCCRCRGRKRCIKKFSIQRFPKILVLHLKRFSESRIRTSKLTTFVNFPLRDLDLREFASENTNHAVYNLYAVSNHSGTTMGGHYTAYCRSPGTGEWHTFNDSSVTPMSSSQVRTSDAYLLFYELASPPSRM
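Coupled readout: USP2-cleaved Ub-PLA2 (20nM final) turns over NBD C6-HPC (20uM final), Ex 460nm/Em 535nm after 2.5 h, time-zero read flagging artifacts. Enzyme (20nM final, pH 8.0 Tris) given 30 min RT with compound first; NEM defines full inhibition.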
A350 fluor = qHTS Assay for Spectroscopic Profiling in A350 Spectral Region; Compound autofluorescence, 340/450 nm, Alexa 350 dye-equivalents; hits give high values; max dye-equivalent concentration, M; 59,000 tested, 11% active; in the data active means max dye-equivalent concentration above about 10 nM; inconclusive means mostly about 1.1 nM to 9.6 nM
Starred values were filed as active, the others as inactive; i = inactive; ? = inconclusive; nt = no result given; [ ] = remark or other dose. Unless noted, the call rests on the fitted dose curve; in most records, active means well fitted curve in the direction sought with a large enough effect; inconclusive means small, poorly fitted or top-dose-only effect, or another doubt; inactive means no such curve, though single readings can be large; an effect the other way counts as inactive or inconclusive. An excerpt (hit frequency here may not be typical).

SMILES | Casp1 inh | UbGFP stabilizer | Fluorescein fluor | HEK293 cAMP cs | Epigenetic mod | BRCT PPI red | Casp7 inh | 4-MU autofl | BRCT inh green | USP2a inhib | A350 fluor
O=C(Cn1c(=O)oc2ccccc21)c1ccccc1 | 2.9% | -0.9% | ? | 3.1% | -1.1% | 1.8% | -1.5% | i | -0.8% | -2.8% | i
O=C1C=CC(=C(c2ccc(O)cc2)c2ccc(O)cc2)C=C1 | 5.1% | nt | nt | nt | nt | 2.3% | -0.1% | nt | -1.2%[3.08 µM] | -15.1% | nt
COc1cc(NC(=O)c2cnn3c(C)cc(C)nc23)c(OC)cc1Cl | -1.3% | -1.0% | i | 18.1% | -2.1% | 1.0% | -0.8% | i | 0.4% | 32.3%[activator] | i
O=C(c1n[nH]c(=O)c2ccccc12)N1CCN(C2c3ccccc3-c3ccccc32)CC1 | -4.0% | -6.3% | i | 11.1% | -1.3% | 0.2% | -5.6% | i | -0.2% | 52.5%[activator] | i
CC(C)Cn1cc(C(=O)NCCCN2CCCC2=O)c2c3ccccc3n(C)c2c1=O | 0.2% | 18.9% | i | 6.3% | 2.4% | -0.5% | -3.2% | 4.41e-07M* | -2.4% | 11.3% | 4.73e-07M*
C[C@H](CCC(=O)O)[C@H]1CC[C@@H]2[C@H]3[C@@H](C[C@@H](O)[C@]21C)[C@]1(C)CC[C@H](O)C[C@@H]1C[C@@H]3O | 2.3%[11.5 µM] | 6.2%[9.17 µM] | ? | -0.4%[11.4 µM] | -3.4%[9.22 µM] | 0.7%[15.4 µM] | -2.4%[11.5 µM] | i | 0.4%[15.4 µM] | nt | i
Cc1ccccc1-c1nnn(CC(=O)c2ccc(S(=O)(=O)N3CCCC3)cc2)n1 | -0.6% | 3.5% | i | -10.5% | -1.0% | -4.1% | -1.0% | i | 5.1% | 23.7% | i
Cc1ccc2cc(CCNC(=O)C(C)C)c(=O)[nH]c2c1C | 1.6% | 0.6% | nt | 15.4% | nt | 0.8% | 2.0% | nt | -1.9% | nt | nt
c1ccc(CNc2ncnc3ccc(-c4ccc5c(c4)OCO5)cc23)cc1 | -7.4% | -8.2% | i | ? | -0.7%[9.22 µM] | -1.0% | -8.3% | i | -2.6% | ? | i
COc1ccc(NC2c3ccccc3C(=O)N2c2cccnc2)cc1Cl (stereo not drawn) | 1.5% | -9.8% | nt | 2.8% | nt | 1.5% | -0.1% | nt | 0.3% | nt | nt
Cc1cc(NC(=O)c2sccc2C)n(-c2cccc(Cl)c2)n1 | 1.5% | -1.0% | ? | 25.8% | 1.9% | 0.0% | 0.9% | i | 0.2% | 4.0% | i
C[C@@]12CCC(=O)C=C1CC[C@@H]1[C@@H]2[C@H](O)C[C@]2(C)[C@@H]1CC[C@]2(O)C(=O)COC(=O)CCC(=O)O | 1.7% | -0.4% | ? | ? | -1.1% | -3.0% | 1.2% | i | 2.1% | -1.8% | i
CCOc1ccc(C2c3c(oc4ccccc4c3=O)C(=O)N2c2ccc(C)cn2)cc1OC (stereo not drawn) | -3.7% | -2.9% | nt | 1.6% | -2.3% | -2.3% | -2.4% | nt | -0.4% | nt | nt
O=C(c1cccc(C(=O)N2CCN(c3ccccc3F)CC2)n1)N1CCN(c2ccccc2F)CC1 | -2.5% | -2.9% | i | 26.9% | 1.7% | 1.1% | -4.3% | i | -2.6% | 34.7%[activator] | i
Nc1nc2ccc(OC(F)(F)F)cc2s1 | -1.6% | -1.3% | ? | -14.1% | -1.7%[20.6 µM] | 1.3% | 0.2% | i | 2.6% | 3.7% | i
Cc1ccc(-n2c(Cc3cccn3C)nnc2SCC(=O)Nc2nnc(C)s2)cc1 | 1.4% | 7.3% | i | 1.3% | 1.8% | 0.9% | 3.5% | i | -1.8% | 15.5% | i
c1ccc2c(c1)-c1nc3ccccc3cc1[C@H]2N1CCOCC1 | -1.4%[11.5 µM] | -4.0%[9.17 µM] | i | 3.5%[11.4 µM] | -1.2%[9.22 µM] | 0.4%[15.4 µM] | -1.2%[11.5 µM] | i | 1.3%[15.4 µM] | nt | i
COc1cc2[nH]c3c(=O)n(CCN4CCCCC4)cnc3c2cc1OC | 0.3% | -4.4% | ? | 0.2% | -2.2% | 2.0% | -3.4% | ? | -1.0% | 4.4% | 1.1e-08M*
COc1cccc(OC)c1C(=O)Nn1c(C2CCC2)nc2ccccc2c1=O | -0.4% | -6.6% | ? | 25.1µM* | 0.0% | -5.2% | 1.3% | i | -1.8% | -0.2% | i
CCOC(=O)c1ccc(-c2n[nH]c(=O)c3ccccc23)cc1 | -0.7% | -5.8% | i | -1.1% | 2.0% | -0.3% | -1.6% | i | -1.6% | 11.0% | ?
COc1cccc(C(=O)Nc2ccc(S(=O)(=O)NCc3ccco3)cc2)c1 | -0.2% | 0.0% | ? | 13.7% | -1.2% | -2.2% | -0.7% | i | -2.4% | 0.0% | i
C/C=C/OC(=O)NC(c1cccc(C)c1)[C@@]1(C(=O)OCC)CCCC1=O (stereo partly drawn) | 1.2%[11.5 µM] | nt | nt | 12.2%[11.4 µM] | nt | 0.4%[15.4 µM] | 0.9%[11.5 µM] | nt | -1.6%[15.4 µM] | nt | nt
Cc1nc2cc3nc(C)sc3cc2s1 | -2.7% | 0.0% | i | 6.5% | 2.2% | -0.6% | -1.5% | i | 0.3% | -1.7% | ?
CSc1ccc(C2Nc3ccccc3-c3cc(C)nn32)cc1 (stereo not drawn) | -1.6% | 0.0% | i | 9.3% | -2.5% | -1.0% | -2.4% | 3.11e-08M* | 5.9% | -1.6% | 3.27e-08M*
CC(C)(C)NC(=O)C(c1ccco1)N(Cc1ccc(F)cc1)C(=O)c1snc(C(N)=O)c1N (stereo not drawn) | -2.7% | 2.6% | ? | 25.2% | 0.0% | -2.7% | -6.1% | 1.49e-07M* | -1.9% | 32.3%[activator] | 2.18e-07M*
Cc1cc(CN(C)C)c(O)c(C2(C)CCCCC2)c1 | 0.9% | -2.0% | ? | ? | 1.6% | -2.5% | -1.1% | i | -0.2% | -26.2% | i
CN(C)C(=O)Cn1cnc2c(cnn2-c2ccccc2Cl)c1=O | 0.2% | 2.3% | i | -2.0% | 6.1% | 0.9% | 1.3% | i | 0.8% | -3.8% | i
O=C(CSc1nc2ccccc2c(=O)[nH]1)N1CCCCC1 | -1.4% | -14.3% | nt | 1.2%[11.4 µM] | nt | 0.1% | 0.0% | nt | -2.3% | nt | nt
CCOc1ccc(NC(=O)c2ccc(N)cc2)cc1 | -2.0% | 7.7% | nt | -1.5% | nt | -0.4% | 0.3% | nt | -0.7% | nt | nt
COc1cccc(OC)c1C(=O)N1CCN(Cc2ccccc2C(F)(F)F)CC1 | -1.2% | -1.1% | i | ? | 2.3% | -1.2% | 1.9% | i | -2.1% | nt | i
Cc1ccc(NC(=O)C2CCN(S(=O)(=O)c3cccc4cccnc34)CC2)nc1 | 1.0% | 0.4% | nt | -0.4% | 0.4% | -2.2% | -1.1% | nt | 0.6% | nt | nt
CCc1ccccc1NC(=O)CSc1nc2c(c(-c3ccco3)c1C#N)CCCC2 | -1.5% | -10.0% | ? | ? | 5.1% | 1.0% | -3.1% | 3.26e-08M* | 1.9% | 2.0% | 3.79e-08M*
Cc1nc2cc(NC(=O)NCCC3=CCCCC3)ccc2o1 | 1.3% | 16.1% | i | 14.3% | 2.7% | -1.1% | -1.2% | i | 1.1% | 6.7% | i
OC[C@@H]1O[C@H](O)[C@@H](Cl)[C@H](O)[C@@H]1O | -0.7% | 4.9% | i | -2.3% | 4.0% | 1.1% | -1.2% | i | -2.5% | 2.4% | i
CCN(CC)CCCC(C)Nc1nc(C)cc(Nc2ccc3nc(C)cc(N)c3c2)n1 (stereo not drawn) | -0.3% | nt | nt | 8.6% | nt | 1.3% | -0.1% | nt | -0.8% | nt | nt
CC1=CC(=C2C(=O)c3ccccc3C2=O)C=C(C)N1Cc1ccco1 | -4.7% | -3.7% | ? | 8.6% | 3.6% | -0.3% | -5.4% | i | -4.0% | 12.0% | i
